# LYP act = LYP (human) phosphatase activation; Q9Y2R2; recombinant LYP, DiFMUP fluorescence; 0 = plate median, 100 = signal doubled; activation, % at 2 µM; 96,000 tested, 0.11% active; AID 697;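 active means activation at 2 µM above a set limit, the mean plus 5 SD, cut at about 37% in these data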
# PLK1 kinase inh = blocks human PLK1 kinase activity | P53350 | recombinant PLK1 kinase, TR-FRET peptide phosphorylation | inhibition, % at 10 µM | 97,000 tested, 0.53% active;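 active means inhibition of 50% or more in the single-concentration screen; inactive means inhibition below 50%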;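 further: 0% = DMSO max control and 100% = H-89 dihydrochloride min control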
# Target sequence (P53350 whole entry, looked up): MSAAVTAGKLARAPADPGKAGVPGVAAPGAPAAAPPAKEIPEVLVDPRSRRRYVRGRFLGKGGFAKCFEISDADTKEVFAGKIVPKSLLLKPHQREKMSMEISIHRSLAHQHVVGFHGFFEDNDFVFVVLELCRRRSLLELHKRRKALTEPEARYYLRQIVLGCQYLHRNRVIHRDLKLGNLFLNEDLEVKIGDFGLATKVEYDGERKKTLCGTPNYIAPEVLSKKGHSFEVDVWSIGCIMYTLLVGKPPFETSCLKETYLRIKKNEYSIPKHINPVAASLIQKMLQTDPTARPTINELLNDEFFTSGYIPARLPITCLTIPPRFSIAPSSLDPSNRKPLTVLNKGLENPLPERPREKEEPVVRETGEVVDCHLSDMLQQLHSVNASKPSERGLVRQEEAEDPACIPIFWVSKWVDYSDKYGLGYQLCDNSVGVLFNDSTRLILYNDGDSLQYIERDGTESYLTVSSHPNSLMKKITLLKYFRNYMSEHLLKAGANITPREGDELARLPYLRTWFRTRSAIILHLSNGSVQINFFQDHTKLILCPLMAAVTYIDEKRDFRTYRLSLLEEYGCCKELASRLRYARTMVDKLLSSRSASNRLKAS
# FAK blocker = FAK (human) kinase inhibition; Q05397; biochemical FAK kinase activity assay; inhibition, %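 (tested at 7 µM)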; 97,000 tested, 0.84% active; AID 727; in the data active means inhibition above about 19%;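 further: 0% = DMSO and 100% = reference compound high control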
# PTPN22 inh 2 = blocks human PTPN22 phosphatase activity | Q9Y2R2 | recombinant LYP catalytic domain, DiFMUP fluorescence | inhibition, % at 2 µM | 96,000 tested, 0.21% active | AID 640;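 active means inhibition at 2 µM at or above a set limit, the screen mean plus 3 SD, cut at about 24% in these data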;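 further: 0% = DMSO with enzyme and 100% = enzyme fully blocked by orthovanadate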
# PTK2B oligo ant = Pyk2 (human) oligomerization antagonism | AID 1347419 | 99,000 tested, 0.83% active | Q293 cells, Pyk2 FERM NanoBiT luminescence; hits give low values | z-score (the deposit names both 25 µM and 10 µM);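 active means Z-score of -3 or lower, scaled per plate to the spread of control and sample wells; inactive means z-score above -3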;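 further: negative z-score means lost luminescence so less FERM oligomerization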
# F-actin modifier = cytoskeleton assembly modification | HUVEC TNFa F-actin phalloidin imaging, high content | inhibition, % at 2 µM | 91,000 tested, 0.18% active;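 active means inhibition above the batch mean plus 3 SD and confirmed as a hit by visual image inspection, cut at about 30% in these data, passing the limit was not always enough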; further: strong numbers were not always called active
# Plk1 PBD FP = Plk1 (human) PBD binding inhibition; P53350; Plk1 PBD phosphopeptide binding, fluorescence polarization; inhibition, %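 (tested at about 20 µM)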; 97,000 tested, 0.13% active; in the data active means inhibition above about 34%, passing the limit was not always enough
# EphB4 antag = antagonists of human EphB4-ephrin-B2 interaction | inhibition, % at 7 µM | EphB4 LBD / TNYL-RAW-Alexa532 peptide, fluorescence polarization | AID 720 | 97,000 tested, 0.15% active;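 active means inhibition above the screen-wide mean inhibition plus 3 SD, cut at about 15% in these data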;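 further: 0% = DMSO wells and 100% = excess unlabeled TNYL-RAW peptide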
# Rev-RRE block = HIV Rev-RRE protein-RNA interaction inhibition. inhibition, % at 8 µM. P05866. Rev peptide-RRE RNA binding, FRET. 97,000 tested, 0.79% active;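 active means inhibition above the screen-wide mean plus 3 SD, cut at about 35% in these data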;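 further: 0% = median DMSO wells and 100% = median Neomycin B control wells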
# Target sequence (P05866 whole entry, looked up): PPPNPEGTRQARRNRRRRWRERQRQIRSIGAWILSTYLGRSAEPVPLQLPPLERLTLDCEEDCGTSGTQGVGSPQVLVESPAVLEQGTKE
#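 Test system – labelled RRE RNA duplex and labelled Rev peptide · Signal – fluorescein-to-Cy5 FRET, 480 nm excitation · Evaluation – % inhibition of FRET ratio versus controls · Benchmarks – DMSO low control, neomycin B high control · Incubation – 5 min RNA-compound premix plus 15 min binding step, 25 °C · Medium – HEPES pH 7.5 salt buffer with EDTA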
# Starred values were filed as active, the others as inactive; x = no result given.
SMILES,LYP act,PLK1 kinase inh,FAK blocker,PTPN22 inh 2,PTK2B oligo ant,F-actin modifier,Plk1 PBD FP,EphB4 antag,Rev-RRE block
COc1cc(-c2nc3cnccn3c2Nc2ccc(C)cc2)ccc1O,3.6,32.8,2.6,-6.5,-1.7,9.5,3.7,4.9,8.5
COc1ccc(NC(=O)Nc2ccccc2OC)cc1,-0.6,-7.7,1.2,1.6,1.07,5.0,-11.7,7.4,5.4
COc1ccc(-c2nn3c(-c4ccccc4)nnc3s2)cc1,-2.3,-12.0,0.7,1.7,-1.61,-2.3,-5.2,4.6,-1.6
O=C(NCC1CCCO1)c1ccccn1 (stereo not given),0.3,-5.0,-0.8,-4.8,0.22,-26.2,-30.5,-1.1,4.5
Cc1nc(NC(=O)c2ccco2)sc1C(=O)Nc1ccc(Br)cc1,16.0,-9.1,2.2,-16.8,-1.39,-4.4,-1.0,1.6,10.1
COc1cccc(OCc2cc(C3Nc4ccccc4C(=O)N3Cc3ccco3)ccc2OC)c1 (stereo not given),-2.9,-0.4,2.0,2.3,-1.01,12.1,1.9,10.8,8.0
CCOC(=O)c1c(C)[nH]c(C)c1C(=O)COc1ccc(NC(=O)c2ccco2)cc1,-2.6,-4.2,9.9,5.8,-1.53,7.7,-1.7,6.5,6.8
CCCCC(=O)NCCNc1nc2c(c(=O)n(C)c(=O)n2C)n1Cc1ccccc1,2.4,1.1,0.9,-4.2,1.21,-5.0,32.2,3.7,7.6
Cn1cc(S(=O)(=O)CC(=O)Nc2ccc3c(c2)OCCO3)c2ccccc21,-2.9,-13.8,-0.3,2.5,-0.07,3.8,-10.6,4.2,1.9
CCS(=O)(=O)c1ccc2oc(Nc3ccccc3C)nc2c1,7.4,-14.5,1.5,-7.5,1.07,-25.3,-15.3,2.8,4.1
O=C(COC(=O)CCC(=O)Nc1nccs1)NCc1ccco1,-4.8,-1.5,-1.4,4.7,0.2,-11.9,15.9,-8.5,1.6
CCOc1cccc(-c2nn3c(-c4cc(C)[nH]n4)nnc3s2)c1,8.8,-6.1,-2.7,-10.9,-0.48,17.1,-10.5,0.4,-0.3
CC(C)(C(=O)c1ccccc1)/[N+]([O-])=C/c1ccc(Br)cc1,10.8,-13.1,1.0,-8.4,-0.02,-9.8,1.1,-9.0,1.3
CC1=NOC(=O)/C1=C\c1ccc(-c2cccc(Cl)c2)o1,11.0,-4.2,-2.8,-9.5,-0.6,-13.7,-8.8,-8.9,4.2
CCOC(=O)C1CCCN(c2nc(C)nc3c2oc2ccccc23)C1 (stereo not given),3.7,-16.2,-1.0,-7.2,0.61,18.7,9.5,-4.6,4.3
Cc1nc(COC(=O)c2ccc(S(=O)(=O)N3CCCC3)cc2)cs1,6.0,-14.3,1.8,-7.8,1.13,-35.6,-5.8,-6.5,2.0
CCOC(=O)c1cnc(-c2ccccc2)nc1N(C)C,5.9,-14.2,3.0,-4.9,-0.38,-0.2,-3.5,0.2,8.8
CCOC(=O)c1ccc(Oc2nc(NC(C)(C)C)nc(N(C)C)n2)cc1,-1.3,-38.5,1.0,2.9,-1.56,1.1,-8.3,-3.9,8.3
CCC(C)NC(=O)CSc1nc2n[nH]c(C)c2c(=N)n1-c1ccc(OC)cc1 (stereo not given),-1.0,-14.4,11.8,-1.8,-1.12,16.8,5.0,0.1,-1.4
CCCS(=O)(=O)N1CCN(C(=O)c2cc(OC)cc(OC)c2)CC1,-3.9,-8.9,-0.6,1.9,1.01,8.6,0.8,-1.5,-2.6
O=C(NCc1ccco1)C1CCCN(S(=O)(=O)c2cccc3nonc23)C1 (stereo not given),-1.6,-3.2,0.7,2.2,x,-11.0,-4.8,-3.4,4.1
CCCC(CCC(=O)Nc1ccc(S(N)(=O)=O)cc1)C(=O)O (stereo not given),4.5,-11.8,1.1,-6.0,-0.61,-8.0,33.8,-4.7,0.4
CCn1nccc1C(=O)Nc1nccs1,-7.3,-6.6,11.0,3.0,0.85,-7.6,-3.7,1.8,6.0
Cc1ccc(S(=O)(=O)c2c(C)cc(C)nc2Oc2cccc(C)c2C)cc1,-4.1,-6.8,1.7,7.8,-0.94,1.1,-18.8,4.7,8.8
CCn1c(SCC(N)=O)nc2c(c1=O)C1(CCCC1)Cc1ccccc1-2,0.0,-2.6,7.2,2.4,-1.09,-0.1,21.3,-0.7,6.1
CCCCC12CN3CC(C)(CN(C1)C31C(=O)N(C)c3ccc(C)cc31)C2=O (stereo not given),5.2,-8.8,8.8,-1.9,0.53,-27.9,13.5,12.6,12.6
CSc1nsc(SCC(=O)N2CCCc3ccccc32)n1,8.2,-9.4,0.3,-12.8,-0.13,-37.8,-3.5,-5.8,4.6
Cc1ccc(N(C(C)C(=O)O)S(=O)(=O)c2c(C)[nH]c(=O)[nH]c2=O)cc1 (stereo not given),-3.9,0.1,x,2.4,x,-6.1,11.2,x,x
CC1CCCC(NC(=O)COC(=O)Cc2ccsc2)C1C (stereo not given),-2.7,-10.7,0.3,1.1,1.54,2.3,-24.4,8.0,-1.0
CCCc1[nH]nc2c1C(c1ccccc1OC)C(C#N)=C(N)O2 (stereo not given),8.9,-2.4,-0.6,-10.5,-0.72,-9.7,12.7,-7.4,-2.9

# In the list so far, these have two or more sulfur atoms.
SMILES,LYP act,PLK1 kinase inh,FAK blocker,PTPN22 inh 2,PTK2B oligo ant,F-actin modifier,Plk1 PBD FP,EphB4 antag,Rev-RRE block
Cc1nc(COC(=O)c2ccc(S(=O)(=O)N3CCCC3)cc2)cs1,6.0,-14.3,1.8,-7.8,1.13,-35.6,-5.8,-6.5,2.0
CSc1nsc(SCC(=O)N2CCCc3ccccc32)n1,8.2,-9.4,0.3,-12.8,-0.13,-37.8,-3.5,-5.8,4.6

# Other results
SMILES,LYP act,PLK1 kinase inh,FAK blocker,PTPN22 inh 2,PTK2B oligo ant,F-actin modifier,Plk1 PBD FP,EphB4 antag,Rev-RRE block
CCc1cccc(NC(=O)C2CCN(S(=O)(=O)c3cccs3)CC2)c1,1.4,-45.9,-0.2,-4.2,-0.19,-1.8,12.7,4.8,11.9
Cn1c(=O)c2[nH]c(Nc3ccccc3)nc2n(C)c1=O,-2.6,14.8,-0.1,0.9,0.48,-9.7,-8.2,0.6,14.9
CS/C(=N\S(=O)(=O)c1ccc(Cl)cc1)c1ccccc1,2.8,-2.1,-4.2,2.4,1.06,-3.5,-15.2,3.5,4.5
COc1ccc(OC)c(C2C(C(=O)O)c3ccccc3C(=O)N2C)c1 (stereo not given),-1.8,-9.9,0.6,-1.3,0.16,7.0,16.8,-5.4,4.9
Cc1ccc(C)c(C(=O)CN2C3=NCCCN3c3ccccc32)c1,-8.7,-5.3,-4.3,6.1,-0.16,10.4,-8.1,6.6,-1.8
Cc1cc(C)c(C#N)c(SCC(=O)c2cc(C)n(CCc3ccccc3)c2C)n1,-3.2,-6.8,8.1,0.4,-0.44,-17.8,-2.2,3.7,8.7
CC(NC(=O)CCSc1nc(-c2ccco2)cc(C(F)(F)F)n1)c1ccccc1 (stereo not given),-0.4,2.6,2.2,2.5,0.47,-14.2,0.8,-9.0,5.1
CCN(CC)CCCN1C(=O)c2oc3ccccc3c(=O)c2C1c1cccs1 (stereo not given),5.0,-4.9,3.8,-2.6,x,4.7,-62.7,-0.3,7.4
O=S(=O)(NCCCO)c1ccc2c(c1)Cc1cc(S(=O)(=O)NCCCO)ccc1-2,2.9,-10.6,2.3,-4.0,-0.82,-5.6,7.8,2.7,4.1
CCOC(=O)C(C)Sc1nc(C2CC2)cc(C(F)(F)F)c1C#N (stereo not given),-4.7,-7.5,0.7,6.0,-0.49,1.9,-23.4,-7.0,13.8

# Of the compounds above, 2 have fluorine:
SMILES,LYP act,PLK1 kinase inh,FAK blocker,PTPN22 inh 2,PTK2B oligo ant,F-actin modifier,Plk1 PBD FP,EphB4 antag,Rev-RRE block
CC(NC(=O)CCSc1nc(-c2ccco2)cc(C(F)(F)F)n1)c1ccccc1 (stereo not given),-0.4,2.6,2.2,2.5,0.47,-14.2,0.8,-9.0,5.1
CCOC(=O)C(C)Sc1nc(C2CC2)cc(C(F)(F)F)c1C#N (stereo not given),-4.7,-7.5,0.7,6.0,-0.49,1.9,-23.4,-7.0,13.8

# (list continues)
SMILES,LYP act,PLK1 kinase inh,FAK blocker,PTPN22 inh 2,PTK2B oligo ant,F-actin modifier,Plk1 PBD FP,EphB4 antag,Rev-RRE block
CCOC(=O)C(NC(=O)c1ccccc1)(N1CCCC1=O)C(F)(F)F (stereo not given),5.3,-3.3,3.2,-2.9,-0.44,-8.6,6.2,9.2,8.4
O=C(Nc1ccc2c(c1)OCCO2)NC1CCCCC1,-1.0,-9.9,-1.4,3.3,-1.35,2.4,0.9,-4.0,0.4
O=C1C=C(NCC2CCCO2)C2(CCCCC2)O1 (stereo not given),-3.3,-8.8,-0.3,1.8,0.02,13.7,1.4,-5.8,7.6
CCc1cccc2c(=O)c(C(=O)N3CCOCC3)c[nH]c12,-1.2,2.7,-8.0,2.4,-0.42,-20.9,-5.7,-2.6,1.0
COc1cc2c(C(=O)N3CCN(c4ccccc4)CC3)c(C)oc2cc1Br,8.2,-9.9,0.2,-11.2,1.23,-2.2,-0.9,-1.3,1.2
COc1ccc2cc(CN(CC3CCCO3)S(=O)(=O)c3ccccc3)c(=O)[nH]c2c1 (stereo not given),0.8,-43.5,0.2,-3.6,-0.39,9.5,8.7,-2.9,6.3
CC(C)(C)c1ccc(NC(=O)CC2(C(F)(F)F)OCCO2)cc1,2.3,-1.9,-5.6,-3.0,0.17,17.1,6.4,-2.4,-1.0
c1ccc2c(CSCCc3ccncc3)cccc2c1,1.1,1.1,2.5,-4.6,-0.59,-22.8,-16.7,-8.9,7.3
CCOC(=O)c1c(N2C(=O)C3CC(C)=C(C)CC3C2=O)sc(C)c1C (stereo not given),-3.1,2.0,-2.0,-0.8,-0.04,x,-29.9,11.1,9.1
CCC(=O)c1ccccc1OCCN1C(=O)NC(C)(C)C1=O,-6.1,-13.0,-1.8,-1.2,2.34,-0.6,-8.2,-3.6,5.9
O=C(NC(=O)N1CCN(c2ccccc2)CC1)c1ccc(Cl)cc1,-2.8,-12.3,-0.4,-0.7,0.41,5.0,-12.4,1.4,0.8
O=C(Nc1ccccn1)c1cccs1,-4.1,-0.9,1.4,7.5,0.94,-22.7,-28.3,-0.2,1.6
COc1ccc(NC(=O)c2ccc(-n3cccn3)nc2)cc1,-2.3,-5.7,0.5,4.9,1.11,22.4,-11.4,6.0,6.3
COc1ccc(-n2ccnc2SCC(=O)NCc2ccc3c(c2)OCO3)cc1,1.3,-10.2,-2.1,-1.7,2.56,-2.5,-7.7,-4.7,2.0
CCC1CCCN1Cn1cnc2c([nH]c3ccc(OC)cc32)c1=O (stereo not given),-3.0,-12.7,-0.3,4.9,0.33,-8.7,12.6,0.5,0.4
Cc1csc(SCC(=O)Nc2cccc(S(=O)(=O)N3CCCC3)c2)n1,-2.2,-0.3,-0.3,-0.4,1.18,-9.3,-8.0,-1.7,8.3
CCN1C(=O)c2cccc3c(S(=O)(=O)Nc4ccncc4)ccc1c23,-3.3,-9.6,0.8,-0.6,0.27,x,-15.4,8.2,7.5
Cc1nnc(SCC(=O)Nc2ccc(Cl)cn2)[nH]c1=O,8.3,3.5,-1.6,-6.6,0.56,-3.4,4.5,2.8,2.1
CCc1ccc(/C=C2\SC(=S)N(CCCC(=O)Nc3ccccn3)C2=O)cc1,1.1,-10.5,-5.1,2.5,-0.15,-2.8,9.4,-6.1,12.3
Cc1ccc(S(=O)(=O)N(CC(=O)N/N=C/c2ccco2)Cc2ccccc2)cc1,12.6,-11.0,-1.7,-5.8,-1.42,7.8,-20.2,-7.7,9.3
COc1cc(N)cc(NC(=O)c2ccncc2)c1,-3.5,-2.4,-1.9,0.9,-0.2,-3.5,16.7,-7.7,10.2
O=C1CC(c2ccco2)Cc2nc(NCC3CCCO3)ncc21 (stereo not given),-2.5,-7.0,0.1,1.6,-0.14,-12.5,-4.8,-10.3,2.1
O=C(COC(=O)C1(c2ccc(F)cc2)CCCC1)N1CCOCC1,2.1,-5.8,-2.9,-4.8,-0.91,-12.9,29.9,-6.8,2.0
